ST2 IL33 inh: inhibitors of human ST2 (IL1RL1) binding to IL-33 | AlphaLISA ST2-Fc/biotin-IL-33 interaction, 1 h | Q01638 | 78,000 tested, 2.3% active | inhibition, % for hits at 17 µM; in the data active = inhibition above about 30%; inconclusive = mostly about 10% to 28%
Target sequence (Q01638 whole entry, looked up): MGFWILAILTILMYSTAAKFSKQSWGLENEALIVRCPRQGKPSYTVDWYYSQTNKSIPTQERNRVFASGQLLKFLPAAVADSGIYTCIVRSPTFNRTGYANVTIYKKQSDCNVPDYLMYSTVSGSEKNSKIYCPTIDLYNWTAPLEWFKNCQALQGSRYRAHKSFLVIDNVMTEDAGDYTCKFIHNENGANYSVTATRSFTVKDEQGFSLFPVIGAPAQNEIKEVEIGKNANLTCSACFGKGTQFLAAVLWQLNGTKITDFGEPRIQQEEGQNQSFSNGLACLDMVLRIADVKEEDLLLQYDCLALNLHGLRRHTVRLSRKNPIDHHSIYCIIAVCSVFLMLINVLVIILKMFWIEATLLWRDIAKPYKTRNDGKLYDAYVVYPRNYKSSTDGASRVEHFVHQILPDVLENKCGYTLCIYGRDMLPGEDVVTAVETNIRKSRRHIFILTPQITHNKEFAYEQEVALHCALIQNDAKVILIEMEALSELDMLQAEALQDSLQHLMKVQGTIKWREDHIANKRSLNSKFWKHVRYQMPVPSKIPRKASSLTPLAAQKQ
Numbers without * were called inactive; i = inactive; u = inconclusive. The list is partial, so the mix of outcomes need not match the whole.

| structure | ST2 IL33 inh |
| --- | --- |
| CCOC(=O)c1ccc(NC(=O)CSc2nc(C)nc3sc4c(c23)CCC4)cc1 | u |
| O=C(Nc1ccccc1C(F)(F)F)c1cnc2n(c1=O)CCS2 | i |
| O=c1cc(CO)oc(C(Nc2ccccn2)c2ccsc2)c1O (centres undefined) | i |
| Cc1cc(O)c(C=Nc2ccc(C(=O)O)cc2)c(C)c1Cl | i |
| Cc1c(-c2ccccc2F)[nH]c2ccc(CNC(=O)CCN3CCCO3)cc12 | i |
| Cc1[nH]c(=O)[nH]c(=O)c1S(=O)(=O)N1c2ccc(F)cc2CCC1C (centres undefined) | i |
| COc1ccc2c(c1OC)C(=O)N1C(C(=O)O)Cc3c([nH]c4ccccc34)C21 (centres undefined) | i |
| COc1ccc(N(C)C(=O)Cc2c(C(=O)O)[nH]c3ccccc23)c(OC)c1 | i |
| CCC1COC(C)(CCC(C)C)N1C(=O)c1cc2c(=O)n3cccc(C)c3nc2s1 (centres undefined) | u |
| Cc1ccc(CN2CCN(C)C3(CCN(C(=O)C4CCCC4)CC3)C2)cc1 | u |
| O=C(c1ncn[nH]1)N(Cc1cccc(Cl)c1)C1CC1 | i |
| O=C(c1ccc(OC2CCN(Cc3ccccn3)CC2)cc1)N1CCN(C2CCCC2)CC1 | i |
| CC(c1ccncn1)N(C)C(=O)c1cn(-c2ccccc2)nn1 (centres undefined) | u |
| N#CC1=C(N)n2ncnc2NC1c1ccc(F)cc1 (centres undefined) | i |
| Nc1cc(=O)[nH]c(SCCN2CCN(c3ccc(C(F)(F)F)cc3[N+](=O)[O-])CC2)n1 | i |
| CCN(c1ccccc1)S(=O)(=O)c1cc([N+](=O)[O-])ccc1N | 32.0%* |
| CC1(C)C(=O)OC(c2ccccc2I)C(C)(C)C1=O (centres undefined) | i |
| CCC1C=CCN1C(=O)c1cnc(N2CCOCC2)nc1 (centres undefined) | u |
| O=[N+]([O-])c1ncn(CNc2cc(Br)cc3cccnc23)n1 | u |
| O=C1C2C3C=CC(C3)C2C(=O)N1c1nccs1 (centres undefined) | i |
| CC(C)CC(=O)NC1CC(=O)N(c2ccc(F)cc2)C1 (centres undefined) | i |
| CCCCOc1ccc(CSCCN)cc1 | i |
| CS(=O)(=O)c1ccc2nc(NC(=O)c3ccccc3C(=O)O)sc2c1 | i |
| C=CCN(Cc1ccccc1OCC)C(=O)c1c(C)nc2ncccn12 | i |
| Cc1cc2c(=O)oc(-c3ccc(C(C)(C)C)cc3)nc2s1 | u |
| CC(=O)N1CCc2c(nc(-c3ccncc3)nc2NCc2cc(C)[nH]n2)C1 | i |
| CC(C)Cc1nc(CCn2c(=O)[nH]c3ccccc32)n[nH]1 | u |
| O=S(=O)(Nc1ccccc1F)c1cccc2nonc12 | i |
| Cc1nn(-c2ccccc2)c2c1C(c1ccccc1)C(C#N)=C(N)O2 (centres undefined) | u |
| CC(C)(C)c1ccc(OC(=O)c2cc3ccccc3oc2=O)cc1 | i |
| COc1cc(/C=C/C(=O)O)cc(OC)c1OC | i |
| Cc1ccc([N+](=O)[O-])cc1N1C(=O)CC(Nc2ccc(N3CCOCC3)cc2)C1=O (centres undefined) | 52.0%* |
| Cc1ccc2nc(C3CCCN(c4nc(C)nc5c4CCNC5)C3)[nH]c2c1 (centres undefined) | i |
| COC(=O)c1cc2n(n1)CCCN(C(=O)C(=O)Nc1ccc(F)cc1)C2 | i |
| O=C(Nc1c(Cl)cccc1Cl)c1cc(-c2ccc3c(c2)OCO3)on1 | i |
| O=C1C2C3c4ccccc4C(c4ccccc43)C2C(=O)N1c1ccc2c(c1)OCO2 (centres undefined) | i |
| Cn1c2c(c(=O)n(C)c1=O)CN(CCN1CCOCC1)CN2 | u |
| CCOc1cc2occ(Oc3ccccc3)c(=O)c2cc1CC | u |
| OCC1(CCCc2ccccc2)CCN(C2CCN(c3ccccc3)CC2)CC1 | i |
| CC1=C(C(=O)Nc2ccccn2)C(c2ccc(Br)cc2)C2=C(CC(C)(C)CC2=O)N1 (centres undefined) | i |
| CCOc1ccc(OCC)c(NC(=O)C(Cc2ccccc2)NS(=O)(=O)c2cccs2)c1 (centres undefined) | i |
| C=C(C)Cn1c(CCCNC(=O)CC)nc2ccccc21 | i |
| Cc1cccc(N2CCN(C(=O)c3ccccc3I)CC2)c1C | i |
| CC(=O)Nc1ccc(C(=O)N(C)C(C)Cc2cc(C)ccn2)cn1 (centres undefined) | i |
| Cc1ccc(NS(=O)(=O)c2ccc3[nH]cc(C(=O)N4CCOCC4)c(=O)c3c2)c(C)c1 | i |
| CC(C)c1ccc(NC(=O)c2ccc3c(c2)C(=O)N(CC2CCCO2)C3=O)cc1 (centres undefined) | i |
| COC(=O)c1ccc(N2C(=O)C3CC=CC(C)C3C2=O)cc1 (centres undefined) | i |
| CC(C)(C)CC(=O)N[C@@H]1C=C(C(=O)NCCC(N)=O)C[C@@H](O)[C@@H]1O | 83.0%* |
| COc1ccc(-n2c(CN3CCN(S(=O)(=O)c4cc(F)cc(F)c4)CC3)nc3cccnc32)cc1 | i |
| Cc1cc(NCC2CCS(=O)(=O)C2)nc(-c2cccnc2)n1 (centres undefined) | i |
| C=CCn1c(SCC(N)=O)nc2sc(CC)cc2c1=O | i |
| Cn1c(=O)c2c(SCC(=O)N3CCCC3)nc(-c3ccco3)nc2n(C)c1=O | i |
| COc1cc2[nH]c(=O)nc(NCc3ccccc3)c2cc1OC | i |
| c1ccc(N2CCN(c3ccccc3)C2c2ccco2)cc1 | i |
| COc1cc(C=O)ccc1OCCOc1ccc(Br)cc1Cl | i |
| Cc1ccc(S(=O)(=O)NC2=NCN(C)CN2)cc1 | i |
| COc1cc(C2C(C(=O)Nc3cccc(C)n3)=C(C)NC3=C2C(=O)CC(C)(C)C3)ccc1O (centres undefined) | i |
| CCC(C)NC(=O)CN1C(=O)/C(=C/c2ccccc2F)Sc2ccccc21 (centres undefined) | u |
| COCCN1CCN(C(=O)C2CCC(=O)N(CCc3cccc(F)c3)C2)CC1 (centres undefined) | i |
| [N-]=[N+]=Nc1ccc(C(=O)CSC[C@H](NC(=O)CC[C@H](N)C(=O)O)C(=O)NCC(=O)O)cc1 | u |

Continued:
| structure | ST2 IL33 inh |
| --- | --- |
| CCC(C)NC(=O)C1CCCN(S(C)(=O)=O)C1 (centres undefined) | u |
| CCC(C)c1ccc(NC(=O)c2ccc([N+](=O)[O-])o2)cc1 (centres undefined) | u |
| Cc1oc2ccc(OCC(=O)O)cc2c1C(=O)OC(C)C | u |
| CC1(C)CC(=O)c2cc(OCC(=O)NCCC3=CCCCC3)ccc2O1 | i |
| OC1(C#CC#CC2(O)CCCCC2)CCCCC1 | i |
| CN(Cc1noc2c1CCCC2)S(=O)(=O)NCc1ccccc1 | u |
| O=C(O)c1cccc2c(CN3CCN(C(c4ccccc4)c4ccccc4)CC3)c[nH]c12 | i |
| c1ccc(-c2ncn(CCc3cnc[nH]3)c2-c2ncc[nH]2)cc1 | u |
| COc1cc(Br)c(CCNC(=O)c2ccccc2)cc1OC | i |
| CN(C)c1ccc(-c2nnc([C@H]3CCN(Cc4ccccc4)C3)o2)cc1 | i |
| N#CC1=C(SCC(N)=O)NC(=O)CC1c1cccs1 (centres undefined) | i |
| Cc1ccccc1Cn1cc(NC(=O)c2cc(-c3cccc(Cl)c3)on2)cn1 | i |
| Cc1cc(Br)ccc1OCCn1ccnc1 | i |
| CC1(C)Cc2c(sc(NC(=O)c3ccc(Cl)cc3)c2C#N)CO1 | u |
| O=C(O)COc1ccc2c(c1)C(=O)CC1(CCCCC1)O2 | i |
| C=CCNc1ccccc1C(=O)N(Cc1ccc2c(c1)OCO2)C1CC1 | u |
| Brc1cccc(-c2cn3ccsc3n2)c1 | u |
| O=C(Cn1cnc2c(cnn2-c2ccc(Cl)cc2)c1=O)N1CCOCC1 | u |
| Cc1nc(C)c(-c2ccc(-n3cccn3)cc2)s1 | u |
| O=C(NCCc1ccccc1)c1ccccc1-c1nc2ccccc2[nH]1 | i |

The listing continues.
| SMILES | ST2 IL33 inh |
| --- | --- |
| Cc1nn2c(c1C)n1nc(C)c(C)c1n1nc(C)c(C)c21 | u |
| COCCC1(C(=O)O)CCN(c2cc(C(C)C)nc(C(F)(F)F)n2)CC1 | i |
| CC1=NN(Cc2ccccc2)C(=O)/C1=C/c1ccc(N(C)C)cc1 | 44.0%* |
| Cc1nc2nc(SCC(=O)NC(C)(C)C)nn2c(C)c1Cc1ccc(F)cc1Cl | i |
| O=C(Nc1ccc(F)cc1)c1cc(N2CCOCC2)nc2ccccc12 | i |
| CC(=O)Nc1ccc(Nc2nnc(-c3ccc(O)cc3)c3ccccc23)cc1 | u |
| COc1ccc(C2OC(=O)C(C)=C(OC(=O)c3ccccc3)C2(C)C)cc1OC (centres undefined) | u |
| Cc1ccc(NC(=O)COc2ccc(Cl)cc2Cl)cc1 | i |
| O=C(CCc1ccc2c(c1)OCO2)NCCN1Cc2ccccc2OC(c2ccsc2)C1 (centres undefined) | i |
| CC1=C[C@@H](CNC(=O)c2ccco2)[C@H](C(C)C)C[C@H]1CC(=O)NC1CCCC1 | i |
| COc1cc2c(cc1OC)C(C(=O)N1CCOCC1)C1c3ccccc3CCN1C2=O (centres undefined) | i |
| O=C(NC1CCS(=O)(=O)C1)OC1CCCCC1 (centres undefined) | i |
| CCCCc1ncc(CN2CCN(c3ncnc4ccccc34)CC2)[nH]1 | u |
| CCN(Cc1nccn1C)C(=O)c1ccc(OCC2(C)CCCNC2)nc1 (centres undefined) | i |
| CC12COc3ccccc3C1c1sc(=O)[nH]c1SC2 (centres undefined) | 32.0%* |
| COc1ccc2nc([C@H]3CCN(C4CCOCC4)C3)[nH]c2c1 | i |
| O=C(Nc1nc2ccccc2n1Cc1ccc(Cl)cc1)c1ccco1 | u |
| Cc1ccc(NC(=O)c2ccco2)cc1C | u |
| CCOC(=O)c1cnc2ccccc2c1Nc1cccc(C(C)=O)c1 | u |
| c1csc(CN2CCc3c([nH]c4ccccc34)C2)c1 | u |
| COc1ccc(NC(=O)Cn2c(-c3ccccc3F)nc3ccccc3c2=O)cc1OC | i |
| O=C(O)CCC(=O)Nc1ccc(F)cc1 | i |
| O=C1C(Nc2cccc(C(F)(F)F)c2)=C(N2CCOCC2)C(=O)c2ccccc21 | 67.0%* |
| O=[N+]([O-])c1ccc(N2CCN(CCc3ccccc3)CC2)cc1 | i |
| Cc1cc(N(C)C)nc(Nc2ccc(NC(=O)c3ccccc3Cl)cc2)n1 | i |
| COc1cc2c(cc1OC)C(c1cccc(Cl)c1Cl)CC(=O)N2 (centres undefined) | u |
| Cc1nc(C(C)C)ncc1C(=O)N(C)Cc1cccc2cnccc12 | u |
| COc1ccc(-n2nc(C(=O)NC3CCCC3)c3c4ccccc4n(C)c3c2=O)cc1Cl | i |
| CCc1ccc(NC(=O)C2CCN(c3ccc(-c4cccs4)nn3)CC2)cc1 | u |
| O=C(CN1C(=O)CC(c2ccccc2)Sc2ccccc21)c1ccccc1 (centres undefined) | i |
| CCCC(=O)N(c1ccccc1)C1CC(C)Nc2ccccc21 (centres undefined) | u |
| O=C(NCCn1cc(SCc2ccccc2)c2ccccc21)c1ccccc1F | u |
| O=c1oc2ccccc2c(NC2CCCC2)c1[N+](=O)[O-] | i |
| COc1cc(NS(=O)(=O)c2ccc(NC(=O)c3ccc([N+](=O)[O-])cc3)cc2)ncn1 | i |
| CCOC(=O)c1ccccc1N1C(=O)[C@@H]2C3C=CC([C@@H]2C1=O)C31CC1 | i |
| COc1ccc(Br)cc1C=Nc1c(-c2ccco2)nc2ccccn12 | 30.0%* |
| CC1CCCC(C)N1CCNC(=O)C1CCN(S(C)(=O)=O)CC1 (centres undefined) | u |
| COC(=O)c1c[nH]n2c(NC3CCCCC3)c(-c3cccs3)nc12 | 32.0%* |
| CN1CCN(C(=O)CN2C(=O)S/C(=C\c3ccc(Cl)cc3)C2=O)CC1 | i |
| CCc1noc(C)c1C(=O)NCc1cccnc1N1CCCCCCC1 | u |
| CCOc1ccccc1NC(=O)c1ccc(=O)n(Cc2ccc(F)cc2)c1 | i |
| COCCNC(=O)c1cc2cc3cc(OC)ccc3nc2s1 | i |
| N/C(=N/OC(=O)c1ccco1)c1ccc(Br)cc1 | i |
| O=c1[nH]c2ccccc2c2nc(-c3ccccc3)nn12 | i |
| COc1ccc(S(=O)(=O)N2C[C@@H]3C[C@H](C2)c2c(-c4ccc5ccccc5c4)ccc(=O)n2C3)cc1 | i |
| CN(Cc1ccc2nsnc2c1)Cc1ccccc1C(=O)O | i |
| COc1ccc(Cl)cc1-n1cnc(CCNC(C)=O)c1 | u |
| COc1ccc(Nc2nc3nonc3nc2Nc2ccc(OC)cc2)cc1 | u |
| CCSc1oc(-c2ccco2)nc1S(=O)(=O)c1ccc(F)cc1 | i |
| O=C(Nc1cccc(C(F)(F)F)c1)O[C@@H]1CO[C@H]2[C@@H]1OC[C@@H]2Nc1nccc(-c2ccccc2)n1 | i |

The listing continues.
| SMILES | ST2 IL33 inh |
| --- | --- |
| CCN1C(=O)/C(=c2\sc3nc4ccccc4n3c2=O)c2ccccc21 | u |
| CS(=O)(=O)N(CC(=O)Nc1ccc(F)cc1F)c1cccc([N+](=O)[O-])c1 | i |
| COc1ccccc1-n1cnc2cc(NC(=O)c3cccc(C)c3)ccc21 | i |
| O=C(Nc1ccc(-c2ccccc2)cc1)c1ccco1 | i |
| Cc1nc(SCC(=O)Nc2nc3ccccc3s2)c(C#N)c(C)c1C | i |

High-throughput results deposited in PubChem BioAssay by IUPUI and University of Michigan.
